From PubChem BioAssay
EPAC1 antagonist: qHTS for Antagonist of cAMP-regulated guanine nucleotide exchange factor 3 (EPAC1): primary screen; Rap guanine nucleotide exchange factor 3 (Homo sapiens), O95398; EPAC1 GEF assay, Rap1b-BODIPY-GDP exchange fluorescence; Potency, µM (doses to about 115 µM), inactives show top-dose activity change, negative = inhibition, usual class: inhibitors; 360,000 compounds, 0.14% hits;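 also: plate controls were vehicle for no effect and positive control for full effect; nearly all actives have a fitted effect of over 50% in size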
FUS suppressor: qHTS for Suppressors of FUS Proteinopathy: Primary screen using FUS-linked yeast assay | S. cerevisiae FUS-expressing, growth rescue, OD600, 24 h | Potency, µM (highest dose often 76.6 µM), without a hit: top-dose growth rescue (activation), hits mostly activators | 390,000 compounds, 0.24% hits | AID 1347120, 2019;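 also: plate controls were DMSO vehicle for no effect and reference control for full effect; nearly all actives have a fitted effect of over 55% in size; some results filed as inactive show a strong effect at the top dose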
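Cultures pregrown in 2.5% raffinose medium are shifted to minimal medium containing 2% galactose to express toxic FUS. Compounds are tested at several concentrations. After 24hr at 30C, growth is quantified at 600 nm absorbance.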
EPAC1 agonist: qHTS for Agonist of cAMP-regulated guanine nucleotide exchange factor 3 (EPAC1): primary screen. EPAC1 agonist qHTS, biochemical assay; response scale: 100% = response to 6.5 mM cAMP. Potency, µM (series often up to 154 µM), for the others: top-dose activation, usual class: activators. 360,000 compounds, 0.073% hits. AID 720707, 2013; also: nearly all actives have a fitted effect of over 60% in size
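Compounds were pinned as a concentration titration into mixtures of EPAC1 (100 nM), BODIPY-GDP-loaded Rap1B (250 nM) and GDP (50 uM). After 5 min at room temperature, fluorescence was followed for 30 min; activity was scaled to 6.5 mM cAMP.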
EPAC2 agonist: qHTS for Agonist of cAMP-regulated guanine nucleotide exchange factor 4 (EPAC2): primary screen | Rap guanine nucleotide exchange factor 4 (Homo sapiens), Q8WZA2 | EPAC2 activation, biochemical qHTS; response scale: 100% = 6.5 mM cAMP response | 360,000 compounds, 0.079% hits | Potency, µM (series often up to 154 µM), without a hit: at the highest dose activation, usual class: activators | AID 720711, 2013; also: nearly all actives have a fitted effect of over 50% in size
Target sequence (Q8WZA2 whole entry, looked up): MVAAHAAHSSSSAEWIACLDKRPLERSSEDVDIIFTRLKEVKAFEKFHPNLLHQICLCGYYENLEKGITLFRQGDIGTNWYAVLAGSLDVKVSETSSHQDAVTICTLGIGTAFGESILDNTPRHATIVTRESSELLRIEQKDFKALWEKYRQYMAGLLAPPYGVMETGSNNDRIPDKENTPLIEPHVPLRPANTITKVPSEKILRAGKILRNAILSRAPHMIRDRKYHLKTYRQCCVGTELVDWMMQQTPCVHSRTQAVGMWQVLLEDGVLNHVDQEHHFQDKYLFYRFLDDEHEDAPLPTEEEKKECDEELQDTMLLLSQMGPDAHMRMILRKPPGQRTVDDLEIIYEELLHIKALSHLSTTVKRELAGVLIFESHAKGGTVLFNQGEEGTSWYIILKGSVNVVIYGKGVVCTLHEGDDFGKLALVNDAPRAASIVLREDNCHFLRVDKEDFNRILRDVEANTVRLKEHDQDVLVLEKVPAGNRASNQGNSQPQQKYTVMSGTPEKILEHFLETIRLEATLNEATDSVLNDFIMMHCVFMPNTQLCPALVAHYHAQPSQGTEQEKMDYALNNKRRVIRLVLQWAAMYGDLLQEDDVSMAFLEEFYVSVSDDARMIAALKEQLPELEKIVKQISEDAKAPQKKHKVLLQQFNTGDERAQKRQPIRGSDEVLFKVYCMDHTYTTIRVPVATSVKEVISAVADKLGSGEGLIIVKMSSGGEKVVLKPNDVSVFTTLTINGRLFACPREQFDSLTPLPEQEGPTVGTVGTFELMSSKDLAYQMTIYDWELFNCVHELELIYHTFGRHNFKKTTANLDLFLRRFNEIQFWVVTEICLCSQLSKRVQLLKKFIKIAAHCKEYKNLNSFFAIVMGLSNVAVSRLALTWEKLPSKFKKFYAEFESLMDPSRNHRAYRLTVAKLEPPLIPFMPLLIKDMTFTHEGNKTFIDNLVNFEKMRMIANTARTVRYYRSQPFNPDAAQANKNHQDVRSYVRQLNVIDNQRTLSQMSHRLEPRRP
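EPAC2 (100 nM) mixed with Rap1B loaded with BODIPY-GDP (250 nM) plus 50 uM unlabeled GDP; compounds pinned in, 5 min RT, then read every 5 min for 30 min (ex 480, em 540 nm). Normalized to cAMP control.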
aSyn rescue: qHTS of alpha-syn Inhibitors | Yeast expressing alpha-synuclein, growth rescue, BacTiter-Glo, 24 h | Potency, µM (doses to about 46.1 µM), for the others: at the highest dose growth rescue (activation), most hits filed as activators | 370,000 compounds, 0.14% hits | AID 652106, 2013; also: % of control where 0% means no effect; nearly all actives have a fitted effect of over 65% in size
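Rescue of yeast growth: cells expressing toxic alpha-synuclein, induced in galactose at OD600 0.02, incubated with compound 24 h at 30 C. ATP luminescence quantified growth; inhibitors of toxicity appear as activators.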
TDP-43 yeast inh: qHTS of TDP-43 Inhibitors; TDP-43 expressing yeast growth rescue, BacTiter-Glo, 24 h; Potency, µM (series often up to 46.1 µM), inactives show at the highest dose growth rescue (activation), actives largely listed as activators; 410,000 compounds, 1.8% hits; AID 652104, 2013; also: % of control where 0% means no effect; nearly all actives have a fitted effect of over 50% in size
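Yeast cells expressing TDP-43 under galactose induction are exposed to compounds for 24 hr at 30 deg C. BacTiter-Glo luminescence measures growth, so protective compounds score as activators.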
PTHR1 agonist: qHTS for PTHR1 Agonists: Primary Screen. Parathyroid hormone/parathyroid hormone-related peptide receptor (Homo sapiens), Q03431. HEK293 GP2 PTHR1 cells, GloSensor cAMP luminescence, 1 h. Potency, µM (top dose mostly 115 µM), inactives show top-dose activation, most hits filed as activators. 410,000 compounds, 0.075% hits. AID 743266, 2014; also: nearly all actives have a fitted effect of over 55% in size; some results filed as inactive show a strong effect at the top dose; inactives centre near -15; many of its hits are not listed in these tables
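HEK-293-derived GP2 cells expressing PTHR1 and a GloSensor cAMP reporter, 3,000/well, plated overnight, given luciferin plus IBMX (each 0.5 mM as added) for 1 h at 37 °C, then compound for 1 h at 37 °C. Luminescence was read after 15 min at room temperature.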
EPAC2 antagonist: qHTS for Antagonist of cAMP-regulated guanine nucleotide exchange factor 2 (EPAC2): primary screen; Rap guanine nucleotide exchange factor 4 (Homo sapiens), Q8WZA2; EPAC2 GEF exchange of Rap1B-BODIPY-GDP, fluorescence; Potency, µM (highest dose often 114 µM), for inactives: at the top dose activity, negative = inhibition, usual class: inhibitors; 360,000 compounds, 0.18% hits; AID 720708, 2013; also: % is scaled to controls: 0 for no effect and ±100 for the full control effect; nearly all actives have a fitted effect of over 45% in size; many of its hits are not listed in these tables
* marks the source's active call; other numbers are inactive results; i = inactive; ? = inconclusive; . = not tested or not shown; [ ] = remark or other dose. Calls follow the shape of the dose curve; as a rule, active = well fitted curve in the direction sought with a large enough effect; inconclusive = small, poorly fitted or top-dose-only effect, or another doubt; inactive = no such curve, though single readings can be large; an effect the other way counts as inactive or inconclusive. Potency is read from the fitted curve at half-maximal effect.

compound	EPAC1 antagonist	FUS suppressor	EPAC1 agonist	EPAC2 agonist	aSyn rescue	TDP-43 yeast inh	PTHR1 agonist	EPAC2 antagonist
CCOC(=O)CN1C(=O)C(Sc2n[nH]c(-c3ccccc3)n2)CCc2ccccc21 (centres undefined)	-7%	32%	14%	19%	3%	-12%	i	-3%
CCOc1ccc(C)cc1S(=O)(=O)N1CCCCC1	8%	23%	0%	3%	0%	15%	-2%[57.5 µM]	0%
Cn1c(=O)n(C)c2cc(NC(=O)CCl)ccc21	2%	31%	3%	-7%	-1%	0%	i	5%
COc1cccc(NC(=O)CN(C)CC(=O)Nc2ccccc2-c2ccccc2)c1	6%	8%	8%	9%	2%	-2%	-3%	0%
Cc1ccc(C(=O)C2COC(=O)C2)cc1 (centres undefined)	-2%	17%	-1%	4%	16%	-9%	i	7%
Cc1cc2nnc(SCC(=O)NCc3cccs3)n2c2ccccc12	2%	12%	-11%	6%	.	2%	-59%[inhibitor]	0%
CNc1nc2c3ccccc3n(C(C)=O)c2s1	1%	-14%	11%	-2%	5%	11%	i	-3%
N#C/C(=C\c1cccs1)C(=O)c1ccccc1	-18%	4%	-8%	1%	-9%	?	-27%	5%
Cc1ccc(Nc2nc(N)nc(CN3CCC(C)CC3)n2)c(C)c1	3%	17%	12%	9%	-2%	-5%	i	0%
O=[N+]([O-])c1ccc(Cl)c(S(=O)(=O)N2CCCCCC2)c1	6%	.	-1%	5%	0%	?	0%	3%
COC(=O)c1c(NC(NC(=O)c2ccccc2)(C(F)(F)F)C(F)(F)F)sc2c1CCN(C)C2	10%	-7%	-6%	6%	1%	-1%	i	15%
Clc1ccc(-n2cccc2/C=N/n2cnnc2)cc1	10%	15%	-10%	10%	0%	1%	-59%[inhibitor]	23%
Oc1ccc2sc(-c3ccccc3O)c(-c3ccc(OCCN4CCCCC4)cc3)c2c1	0%	14%	7%	11%	-13%	?	i	6%
CC(=O)c1ccc(S(=O)(=O)Oc2ccc(C(=O)O)cc2Cl)cc1	-5%	-4%	6%	7%	10%	14%	i	1%
O=S(=O)(c1ccccc1)c1cnc(-c2cccnc2)nc1-c1ccccc1	0%	3%	6%	4%	6%	9%	-24%[57.5 µM]	-8%[57.1 µM]
CCc1ccc(NC(=O)CC2C(=O)Nc3c2c(=O)n(C)c(=O)n3C)cc1 (centres undefined)	1%	20%	-8%	-1%	-10%	0%	i	10%
O=c1c(Cl)c(N2CCCCC2)cnn1-c1nc2ccccc2[nH]1	-6%	3%	-7%	4%	-20%	-13%	i	2%
COC(=O)c1ccc(N2CCN(CC(=O)c3ccc(-c4ccccc4)cc3)CC2)c([N+](=O)[O-])c1	3%	?	7%	6%	2%	?	i	-2%
Nc1c(C(=O)NCc2ccco2)nnn1-c1ccccc1	-5%	-10%	-10%	-1%	-6%	23%	-5%	9%
COCC(=O)N(C)C[C@@H]1Oc2cc(Br)ccc2S(=O)(=O)N([C@H](C)CO)C[C@H]1C	3%	-26%	7%	16%	-24%	0%	i	3%
C/C=N/NC(=O)CCNC(=O)c1ccccc1	-15%	.	-4%	-3%	0%	2%	-23%	-2%
CCOC(=O)c1sc(NC(C)=O)nc1-c1ccccc1	5%	-24%	-4%	3%	-7%	-16%	i	5%
O=C(C1CCCN1S(=O)(=O)c1ccc(Cl)c(Cl)c1)N1CCOCC1 (centres undefined)	8%	7%	-7%	-5%	2%	10%	i	6%
O=C(Cn1nnc2ccccc21)N/N=C/c1ccco1	-11%	-12%	-10%	-3%	0%	-16%[0.397 µM]	i	12%
O=C(Nc1ccc(Cl)cc1)c1csc(-c2ccncc2)n1	-20%	50%	3%	7%	-1%	21%	-17%	4%
COc1ccc2c(c1)-c1c(ssc1=S)C(C)(C)N2C(=O)CSC1=NCCS1	-3%	34%	19%	7%	7%	?	-21%	-4%
CCn1c(CSc2nnc(C)n2-c2ccccc2)nc2cc(S(=O)(=O)N(C)C)ccc21	1%	-7%	2%	9%	-10%	-6%	i	-2%
COc1cccc(/C=N/n2nnnc2N)c1OCc1ccccc1Cl	6%	-7%	-5%	7%	0%	-5%	i	7%
CCc1nc(N[C@H](C(=O)O)C(C)C)c2oc3ccccc3c2n1	25%	29%	7%	10%	-1%	-22%	-1%	0%
O=C(NCc1cccs1)C1CCCN1S(=O)(=O)c1ccccc1F (centres undefined)	0%	17%	-2%	0%	7%	20%	-11%[57.5 µM]	8%
COC(=O)Oc1ccc(/C=N/NC(=O)CN(c2ccccc2Cl)S(C)(=O)=O)cc1OC	-24%	?	5%	13%	-2%	-11%	i	-4%
O=C(O)C1C2CCC(C2)C1C(=O)NCCCn1ccnc1 (centres undefined)	7%	13%	1%	9%	0%	0%	11%[57.5 µM]	0%
Cc1cc(O)ccc1N/C=C/c1onc(C)c1[N+](=O)[O-]	5%	26%	-6%	-3%	-5%	-6%	-11%	-2%
CC(=O)OC1COC(N2CCc3cc([N+](=O)[O-])ccc32)C(OC(C)=O)C1OC(C)=O (centres undefined)	-13%	10%	8%	17%	-5%	-17%	i	-2%
O=C1/C(=C\c2ccsc2)NC(=S)N1c1ccccc1	-8%	-1%	11%	1%	2%	1%	-24%	-9%
CCN(CC)C(=O)CSc1nc2sc(C)c(C)c2c(=O)[nH]1	18%	-2%	1%	7%	-11%	-6%	20%[57.5 µM]	0%
c1ccc(C[n+]2c(-c3ccccc3)csc2Nc2ccccc2)cc1	4%	.	-4%	6%	2%	2%	-31%[inhibitor]	7%
CCOC(=O)Nc1ccc2c(c1)N(C(=O)CN(C)C)c1ccccc1CC2	-2%	-33%	-28%	5%	2%	-8%	-16%	-5%
CCCc1cc(=O)[nH]c(SCC(=O)NCCC2=CCCCC2)n1	-2%	10%	-1%	-6%	0%	1%	-9%	3%
CS(=O)(=O)N(CCc1ccccc1)CC(=O)N1CCCCCC1	5%	11%	6%	-6%	4%	11%	-18%	-6%
O=S(=O)(O)c1cc(O)c2c(O)c(N=Nc3cc(Cl)ccc3O)c(S(=O)(=O)O)cc2c1	?	12%	1%	-11%	-42%[inhibitor]	-60%[inhibitor]	-18%	28µM*
Cc1ccc(CNC(=O)CN2CCN(Cc3ccc(Cl)cc3)C2=O)cc1	3%	11%	-8%	-9%	5%	17%	-12%[57.5 µM]	6%
Cc1ccc(NC(=O)CCSCCC(=O)Nc2ccc(C)c(C)c2)cc1C	8%	35%	11%	14%	12%	17%	i	-10%
Cc1ccc(N2CCC3CC2c2cc(-c4ccc(C(F)(F)F)cc4)ccc23)cc1 (centres undefined)	5%	-8%	-8%	14%	0%	9%	-33%	10%
COc1ccccc1CCC(=O)N(Cc1ccccc1)c1c(N)n(Cc2ccccc2)c(=O)[nH]c1=O	-12%	?	-2%	5%	0%	-15%	-24%	-6%
CC1(C)CC(=O)CC(C)(C)N1OC(=O)c1ccncc1	-3%	1%	6%	13%	2%	5%	i	3%
C[C@H](CO)N1C[C@H](C)[C@@H](CN(C)S(=O)(=O)c2ccccc2F)OCc2cnnn2CCCC1=O	-18%	4%	-18%	-3%	-12%	19%	i	-3%
CCOc1ccccc1NC(=O)c1cc2ccccc2o1	7%	-41%	1%	3%	-5%	-4%	i	1%
O=C(NCc1cccs1)C1CCN(S(=O)(=O)c2ccccc2F)CC1	-12%	-7%	-5%	5%	-6%	3%	21%	1%
O=C(NN1C(=O)C2C(C1=O)C1C=CC2C12CC2)c1cccnc1 (centres undefined)	-5%	10%	-1%	0%	2%	-5%	-4%	13%

Reprinted at random: 3 entries already listed.
compound	EPAC1 antagonist	FUS suppressor	EPAC1 agonist	EPAC2 agonist	aSyn rescue	TDP-43 yeast inh	PTHR1 agonist	EPAC2 antagonist
CCn1c(CSc2nnc(C)n2-c2ccccc2)nc2cc(S(=O)(=O)N(C)C)ccc21	1%	-7%	2%	9%	-10%	-6%	i	-2%
Cc1ccc(N2CCC3CC2c2cc(-c4ccc(C(F)(F)F)cc4)ccc23)cc1 (centres undefined)	5%	-8%	-8%	14%	0%	9%	-33%	10%
c1ccc(C[n+]2c(-c3ccccc3)csc2Nc2ccccc2)cc1	4%	.	-4%	6%	2%	2%	-31%[inhibitor]	7%

Continuation.
compound	EPAC1 antagonist	FUS suppressor	EPAC1 agonist	EPAC2 agonist	aSyn rescue	TDP-43 yeast inh	PTHR1 agonist	EPAC2 antagonist
COc1ccccc1CNC(=O)COC(=O)c1ccccn1	-17%	-17%	10%	10%	2%	-7%	i	0%
COc1ccc(OCC(=O)OCC(=O)NCc2ccco2)cc1	-10%	-5%	9%	4%	3%	-19%	i	-4%
Cc1cccc(-n2nnnc2SCC(=O)Nc2ccc(N3CCN(C)CC3)cc2)c1	0%	5%	-2%	-3%	4%	8%	-9%	3%
O=C(NC1CCCCC1)c1cc(-c2ccccn2)nc2ccccc12	-1%	11%	-22%	8%	-4%	20%[9.22 µM]	-16%	-1%
CCN(C#N)c1nc(N(C)C)nc(N(C)C)n1	-7%	13%	7%	-10%	-1%	-6%	i	-4%
O=C(CN1C(=O)C(=O)N(Cc2ccco2)C1=O)NC1CCCCC1	-1%	14%	3%	14%	0%	0%	13%	6%
Cc1cc(C)n(S(=O)(=O)c2ccccc2)n1	-11%	10%	2%	7%	-11%	-14%	-14%	3%
CCOC(=O)C1(C)CCN1C(=O)c1cc(C)oc1C (centres undefined)	-5%	-19%	-1%	4%	-8%	11%	-18%	6%
COc1cccc(C2CCCN2Cc2nc(-c3sccc3C)oc2C)c1 (centres undefined)	2%	23%	2%	-1%	4%	6%	-5%	-11%
COc1cc(OC)c(-c2nc3ccccc3s2)cc1OC	0%	-24%	19%	8%	0%	0%	-53%[inhibitor]	-29%

Some of the compounds tested, so the mix of outcomes need not match the whole.
